Source: PubChem BioAssay
Statin myotox sup – suppressors of simvastatin-induced myotoxicity in C2C12 myotubes; ATP luminescence, 48 h; scaled: DMSO 0, geranylgeraniol control 100; rescue of ATP level, % at 7.49 µM; 330,000 tested, 0.78% active; AID 602340;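 active = mean ATP rescue above about 67%, or every replicate alone reaching that limit, limit read from the data, passing the limit was not always enough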;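 also: myotubes were challenged with 10 µM simvastatin during compound exposure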
S100A4 MyoIIA – inhibitors of human S100A4 binding to myosin IIA peptide | S100A4/TAMRA-MyoIIA peptide fluorescence polarization | inhibition, % at 10.7 µM | 360,000 tested, 0.14% active;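 active = mean inhibition of at least 70% across replicates, with every replicate also reaching that level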
Target sequence (P26447 whole entry, looked up): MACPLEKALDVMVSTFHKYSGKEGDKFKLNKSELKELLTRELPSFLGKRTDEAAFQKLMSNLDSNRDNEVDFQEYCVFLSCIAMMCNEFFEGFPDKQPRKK
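Material: S100A4 monomer protein | Medium: HEPES pH 7.2 with CaCl2, KCl, NaCl, DTT, Triton | Reagent: Labelled myosin peptide probe, 5 nM | Doses: One dose per compound | Times: 5 min incubation before reading | Benchmarks: Neutral control DMSO, positive control TFP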
FN deposit inh – fibronectin deposition inhibition; AID 743247; AH1F fibroblasts, Alexa488-fibronectin deposition fluorescence, overnight; inhibition, % at 12.6 µM; 350,000 tested, 0.086% active;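 active = mean inhibition across replicates of 30% or more, regardless of how many single replicates reach that level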;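 also: positive control wells lacked labelled fibronectin entirely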
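Material: AH1F fibroblasts assembling fluorescent fibronectin matrix; amount: 10000 AH1F cells/well; medium: DMEM, 2% serum; reagent: Alexa488-fibronectin, 24 nM final in well; dosing: single compound dose, delivered by pin transfer; incubation: 1 h adhesion, overnight exposure; detection: fluorescence after three HBSS washes, excitation 485 nm, emission 525 nm; measure: fibronectin deposition inhibition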
SIRT5 inh – sirtuin-5 (human) deacylase inhibition; inhibition, % at 15 µM; 330,000 tested, 1.1% active; Purified SirT5, succinyl-peptide AMC, trypsin-coupled fluorescence; AID 652115; Q9NXA8; in the data active = inhibition above about 15%
Target sequence (Q9NXA8 whole entry, looked up): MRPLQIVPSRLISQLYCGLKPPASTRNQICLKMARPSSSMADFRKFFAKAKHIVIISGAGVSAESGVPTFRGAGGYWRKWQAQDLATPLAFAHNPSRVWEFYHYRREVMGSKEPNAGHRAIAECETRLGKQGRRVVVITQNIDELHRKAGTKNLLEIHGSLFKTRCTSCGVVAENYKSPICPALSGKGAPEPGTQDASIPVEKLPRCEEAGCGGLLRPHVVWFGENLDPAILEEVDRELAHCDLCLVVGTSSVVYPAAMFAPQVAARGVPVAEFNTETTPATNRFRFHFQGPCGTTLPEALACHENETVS
LGR2 inh – blocks bursicon-induced cAMP signaling via Drosophila LGR2. HEK293 LGR2, CRE-luciferase, bursicon-stimulated, 4 h. inhibition, % at 9.99 µM. 380,000 tested, 0.35% active. AID 720647;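 active = drop in luminescence signal, shown as inhibition above about 50% in the replicate tests, limit read from the data, passing the limit was not always enough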;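 also: agonist challenge used bursicon conditioned medium at about half maximal strength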
esBAF inh – inhibitors of esBAF chromatin remodeling in mouse ES cells; Bmi1-luciferase knock-in reporter, 24 h; 100% = twice the neutral-well signal; reporter increase, % at 12.5 µM; 350,000 tested, 2% active; in the data active = activation above about 40%;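 also: 0% = median of the plate's neutral control wells and 100% = double that signal; a rise in the Bmi1 reporter signal indicates esBAF inhibition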
CASP6 VEID inh – blocks human caspase-6 cleavage activity; P55212; purified caspase-6, Z-VEID-R110 cleavage fluorescence; inhibition, % at 12.5 µM; 350,000 tested, 0.53% active; AID 686996;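 active = mean inhibition across replicates at least about 35%, with every replicate also reaching that limit, limit read from the data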;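 also: 0% = median of neutral control wells and 100% = no fluorescence left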
Target sequence (P55212 24-179 limits assumed): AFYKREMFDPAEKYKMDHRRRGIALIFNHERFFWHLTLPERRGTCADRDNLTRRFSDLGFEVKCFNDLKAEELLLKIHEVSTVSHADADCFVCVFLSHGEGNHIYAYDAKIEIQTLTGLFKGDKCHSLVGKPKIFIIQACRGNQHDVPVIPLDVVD
Target sequence (P55212 194-293 limits assumed): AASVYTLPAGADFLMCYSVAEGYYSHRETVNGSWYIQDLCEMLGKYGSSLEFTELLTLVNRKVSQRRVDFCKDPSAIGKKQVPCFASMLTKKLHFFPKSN
* marks the source's active call; other numbers are inactive results; · = not tested or not shown.

Start of the data: the first 10 compounds, to show the layout:
Structure	LGR2 inh	CASP6 VEID inh	esBAF inh	S100A4 MyoIIA	SIRT5 inh	FN deposit inh	Statin myotox sup
Cc1ccccc1-c1nnn(CC(=O)c2ccc(S(=O)(=O)N3CCCC3)cc2)n1	·	·	5	·	·	7	16
CC(C)C#Cc1ccc([C@H]2[C@H]3CN(C(=O)C4CCCCC4)CC(=O)N3[C@H]2CO)cc1	3	2	·	0	7	·	·
Cc1cccc(N(C)C(=O)COc2cc(=O)n(C)c3ccccc23)c1	-19	1	7	2	·	8	2
C=C(C)C(=O)Nc1ccc2nn(-c3ccccc3O)nc2c1	23	0	-26	2	·	·	-7
O=C(C[C@H]1C[C@@H]2c3cc(NC(=O)CC4CC4)ccc3O[C@@H]2[C@@H](CO)O1)NCc1ccc2c(c1)OCO2	-3	1	-3	0	1	-1	15
NC(=O)c1ncn([C@@H]2O[C@H](CNCc3cc(Br)ccc3OCc3ccccc3)[C@@H](O)[C@H]2O)n1	-7	-2	-1	-9	-3	-2	6
Cc1cc(N2CCCC2=O)cc(C)c1CN1C(=O)c2ccccc2C1=O	4	1	-1	0	·	4	1
CCCCOC(=O)C1=C(C)NC(=O)NC1c1ccccc1 (configuration not stated)	7	-2	8	0	3	3	2
CCCCn1c(N)c(N(CC(C)C)C(=O)CSc2n[nH]c(-c3ccc(C)cc3)n2)c(=O)[nH]c1=O	10	0	·	-5	6	4	·
C/C=C/c1cnc2c(c1)C(=O)N([C@@H](C)CO)C[C@H](C)[C@H](CN(C)C(=O)c1cnccn1)O2	0	-1	-3	2	0	·	-8

All compounds of this part, previewed entries included:
Structure	LGR2 inh	CASP6 VEID inh	esBAF inh	S100A4 MyoIIA	SIRT5 inh	FN deposit inh	Statin myotox sup
Cc1ccccc1-c1nnn(CC(=O)c2ccc(S(=O)(=O)N3CCCC3)cc2)n1	·	·	5	·	·	7	16
CC(C)C#Cc1ccc([C@H]2[C@H]3CN(C(=O)C4CCCCC4)CC(=O)N3[C@H]2CO)cc1	3	2	·	0	7	·	·
Cc1cccc(N(C)C(=O)COc2cc(=O)n(C)c3ccccc23)c1	-19	1	7	2	·	8	2
C=C(C)C(=O)Nc1ccc2nn(-c3ccccc3O)nc2c1	23	0	-26	2	·	·	-7
O=C(C[C@H]1C[C@@H]2c3cc(NC(=O)CC4CC4)ccc3O[C@@H]2[C@@H](CO)O1)NCc1ccc2c(c1)OCO2	-3	1	-3	0	1	-1	15
NC(=O)c1ncn([C@@H]2O[C@H](CNCc3cc(Br)ccc3OCc3ccccc3)[C@@H](O)[C@H]2O)n1	-7	-2	-1	-9	-3	-2	6
Cc1cc(N2CCCC2=O)cc(C)c1CN1C(=O)c2ccccc2C1=O	4	1	-1	0	·	4	1
CCCCOC(=O)C1=C(C)NC(=O)NC1c1ccccc1 (configuration not stated)	7	-2	8	0	3	3	2
CCCCn1c(N)c(N(CC(C)C)C(=O)CSc2n[nH]c(-c3ccc(C)cc3)n2)c(=O)[nH]c1=O	10	0	·	-5	6	4	·
C/C=C/c1cnc2c(c1)C(=O)N([C@@H](C)CO)C[C@H](C)[C@H](CN(C)C(=O)c1cnccn1)O2	0	-1	-3	2	0	·	-8
CCN(CC)c1ccc(S(=O)(=O)N2CCOCC2)cc1NC(=O)COC(=O)c1cccnc1SC	-19	0	·	5	0	-6	5
O=C(NCC(=O)N1CCN(C(=O)c2ccco2)CC1)c1cccc(Cl)c1	-3	1	-2	0	6	2	2
CCCC(=O)Nc1ccc(NC(=O)c2cccs2)cn1	·	·	36	·	·	3	-34
C[C@@H]1CN([C@@H](C)CO)C(=O)Cc2cc(NS(C)(=O)=O)ccc2O[C@@H]1CN(C)CC1CC1	-5	-3	-3	-4	10	·	33
Cc1[nH]c2ccccc2c1C(=O)COc1ccccc1F	-82	0	·	-2	1	·	·
O=CNc1ccc2c(c1)Cc1cccc(NC=O)c1-2	-18	-2	2	-9	·	·	-1
COC(=O)CC1c2cc(OC)c(OC)cc2CC(=O)c2cc(OC)c(OC)cc21 (configuration not stated)	9	5	·	2	·	-1	·
CCOC(=O)c1cc(C)n(-c2ccc(Cl)cc2)c1C	-7	-4	·	5	3	-4	·
COc1cc(/C=C/c2nc3ccccc3c(=O)[nH]2)cc(Br)c1O	10	2	18	1	-3	10	9
COc1ccc(NC(=O)c2ccc(OCc3c(C)noc3C)c(OC)c2)cn1	-8	0	·	-5	-3	-1	·
CCOC(=O)CNC(=O)Nc1ccccc1C(=O)OC	·	·	-4	·	·	-4	10
CCC(=O)c1ccc(OCC(=O)OCC(=O)Nc2sccc2C(N)=O)cc1	1	1	·	0	1	13	·
COc1ccc(S(=O)(=O)Nc2ccc3c(c2)C(=O)N([C@@H](C)CO)C[C@@H](C)[C@@H](CN(C)C(=O)c2ccncc2)OCCCC[C@H](C)O3)cc1	1	-1	-4	-3	8	·	·
Cc1ccc(C(=O)N2CCCCC2C(=O)O)o1 (configuration not stated)	-7	5	4	5	-2	-7	7
N#C[C@H]1[C@@H](c2ccccc2-c2cccc(F)c2)[C@@H](CO)N1C(=O)C1CCC1	-4	1	·	7	2	-7	·
c1ccc(CSc2ccc(-c3cccs3)nn2)nc1	-48	-2	·	2	2	·	·
CCCNC(=O)Nc1ccc2c(c1)C(=O)N(C)C[C@@H](OC)[C@@H](C)CN(C(C)=O)[C@H](C)CO2	-12	2	3	0	1	1	10
Cc1ccc(NC(=O)c2ccc(NS(=O)(=O)/C=C/c3ccccc3)cc2)nc1	1	9	·	-2	0	·	·
COc1cccc(CNC(=O)C2CCN(S(=O)(=O)c3cnc[nH]3)CC2)c1	-2	·	-3	·	·	·	0
Cc1nn(C)c(C(=O)NNC(=O)NC2CCCCC2)c1Cl	-40	2	·	9	0	·	·
COc1ccc(-n2cc(CNCC3CCOCC3)c(-c3cccc(F)c3)n2)cc1	-11	0	·	-6	-2	-9	·
O=C1c2ccccc2-c2ccccc2NC1O (configuration not stated)	14	0	-5	-4	1	-14	-4
COc1cc(OC)c(-c2nnc3n(CCc4ccccc4)c(=O)c4ccccc4n23)cc1OC	12	1	·	0	4	1	·
CCCN(C)C[C@H]1OCCCC[C@@H](C)Oc2ccc(NC(=O)Nc3ccc(OC)cc3)cc2C(=O)N([C@@H](C)CO)C[C@H]1C	26	0	-5	2	1	·	21
COc1ccc(S(=O)(=O)Nc2cccc3c2O[C@H](CN(C)CC2CC2)[C@H](C)CN([C@@H](C)CO)C3=O)cc1	-10	0	-6	-22	1	·	14
CCCn1c(=O)c2ccccc2n2c(=S)[nH]nc12	-18	-1	0	11	1	-2	15
Fc1ccc(CNCc2ccco2)cc1	1	-2	-3	0	-7	-2	-2
C#CCOc1c(Br)cc(/C=C2/C(=O)ON=C2C)cc1OCC	-4	14	-3	6	0	-4	10
CCCC[C@H]1C2=C3[C@@H](CC(C(=O)OC)=C[C@@H](C(=O)OC)[C@H]3C(C)(C)C2=O)n2c(=O)n(-c3ccccc3)c(=O)n21	11	0	1	5	-1	8	2
N#C[C@@H]1[C@@H](c2ccc(C#Cc3ccccc3F)cc2)[C@H](CO)N1C(=O)C1CCC1	3	2	3	10	2	0	29
O=C(OCC(=O)N1CCCC1)c1c2c(nc3ccccc13)CCCCC2	8	2	·	-3	-3	·	·
Cc1ccc(-n2cc(CN3CCC(CO)(Cc4cccc(C(F)(F)F)c4)CC3)cn2)cc1	16	4	-3	4	2	-10	-26
CCCCCCSC1=C(C#N)C(c2ccccc2)CC(=O)N1 (configuration not stated)	5	1	-8	-4	-2	·	-5
COc1ccc2c(c1)CCCC21NC(=O)N(CC(=O)N2CC(C)OC(C)C2)C1=O (configuration not stated)	-13	2	-7	-2	3	7	-9
CCO[C@H]1c2c(ccc3ccc(=O)oc23)OC(C)(C)[C@@H]1O	-37	4	0	-2	·	-2	2
CN(Cc1ccccc1)C(=O)c1[nH]cnc1C(=O)Nc1ccc(Br)cc1F	-16	0	6	-2	18*	7	6
Nc1c2c(nc3c1CCCC3)CCCC2 (tested in a mixture with another compound)	9	2	-5	-5	·	5	-19
CC(C)n1nc(C(=O)OCC(=O)N2CC(=O)Nc3ccccc32)c2ccccc2c1=O	8	1	0	-3	0	2	15
C=C(C)CSC1=C(C#N)C(c2ccccc2Cl)CC(=O)N1 (configuration not stated)	·	·	-3	·	·	4	-1
CCCn1nnc(NC(=O)c2cc3ccccc3o2)n1	10	1	50*	3	-2	·	-6
CCCCCCn1c(N2CCCC2)nc2c1c(=O)[nH]c(=O)n2C	-9	1	-7	3	-3	15	0
CCCCNC(=O)C(NC(=O)Cc1cc(C(F)(F)F)cc(C(F)(F)F)c1)C(=O)c1ccccc1 (configuration not stated)	-5	-4	·	5	-3	-18	·
COc1cc(CNc2ccc(N3CCOCC3)cc2)ccc1OCC(=O)NC(C)(C)C	20	-3	5	-1	-1	-3	-1
Clc1ccc(COn2c(-c3ccc(Cl)cc3)nc3ccccc32)cc1	·	·	-2	·	·	-10	5
COc1cccc(NC(=O)c2ccccc2SC)c1	3	-4	5	2	2	-1	51
O=C(NNC1=NC2(CCCC2)Cc2ccccc21)c1ccncc1	-10	1	6	-6	-1	-8	4
Cc1ccc(S(=O)(=O)N(C)C[C@@H]2Oc3ccc(NS(=O)(=O)c4ccc(Cl)cc4)cc3CC(=O)N([C@H](C)CO)C[C@H]2C)cc1	8	0	-2	3	6	·	42
CN(C)CCCNC(=O)C[C@H]1CC[C@@H]2[C@H](COC[C@H](O)CN2Cc2cc(F)cc(F)c2)O1	4	4	-7	-27	-5	-8	4
C[C@H]1CN([C@@H](C)CO)S(=O)(=O)c2ccc(C#CCN(C)C)cc2O[C@H]1CN(C)Cc1ccc(F)cc1	-24	1	-5	-2	-1	-8	-9
CCOc1cc(N2CCOCC2)c(OCC)cc1NC(=O)c1ccc(S(=O)(=O)N(C)C)cc1	-4	5	4	2	6	4	-17

This is a subset; count on the stated rates, not on these rows.
